Screens: PubChem BioAssay, Sanford-Burnham Center for Chemical Genomics
A3A deaminase: human APOBEC3A DNA deaminase inhibition; recombinant A3A, FAM/TAMRA ssDNA deamination fluorescence; inhibition, % at 20 µM; actives 0.41% (n = 330,000);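 active means at least 40% inhibition at 20 µM here, with at most 30% in a related deaminase screen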;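 further: plate controls were A3A with DMSO for no effect and wells lacking A3A enzyme for full effect; some results filed as inactive read as strong as hits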
Target sequence (P31941 whole entry, looked up): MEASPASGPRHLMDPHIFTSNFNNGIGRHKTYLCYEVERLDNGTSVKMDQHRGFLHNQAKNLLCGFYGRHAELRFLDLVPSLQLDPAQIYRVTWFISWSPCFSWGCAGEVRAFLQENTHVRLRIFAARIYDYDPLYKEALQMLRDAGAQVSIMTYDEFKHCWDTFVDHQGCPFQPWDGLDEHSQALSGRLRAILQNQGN
hIAP act: increases human intestinal alkaline phosphatase activity; actives 0.16% (n = 330,000); activation factor at 10 µM; P09923; purified human IAP, CDP-Star luminescence, 30 min; hits give high values; 1 = vehicle-only enzyme, 0 = enzyme-free background;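 active means activation factor of the enzyme at least 2-fold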; further: the source names both 10 and 20 µM as test concentration; values of inactives mirror those of a sister screen read the other way
MPTP block: inhibitors of mitochondrial permeability transition pore; inhibition, % at 10 µM; actives 1.4% (n = 360,000); isolated mouse mitochondria, Ca2+ swelling absorbance, 30 min;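 active means inhibition of 50% or more, scaled per plate between neutral and stimulator controls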;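 further: 0% = DMSO wells given calcium and 100% = 1 mM EGTA wells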
beta cell repl: MIN6 beta-cell proliferation induction; actives 0.29% (n = 330,000); AID 2380; MIN6 cells proliferation, ATPlite luminescence, 48 h; cells starved in 0.2% serum; 100% = growth in 10% serum; proliferation, % at 10 µM;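 active means compounds whose signal lies at least 3.5 SD above the mean of all wells on their plate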;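 further: 0% = DMSO-treated cells in low-serum medium and 100% = 10% serum control; some compounds called inactive have numbers as strong as hits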
hIAP block: blocks human intestinal alkaline phosphatase | P09923 | purified IAP, CDP-Star luminescence, 30 min | inhibition, % at 10 µM | actives 0.12% (n = 330,000);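 active means inhibition reaching a set limit with compound at 10 µM in the primary screen, cut at about 35% in these data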;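 further: plate controls were DMSO wells with enzyme for no effect and no-enzyme buffer wells for full effect; values of inactives mirror those of a sister screen read the other way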
GRIN3A LBD mod: modulates the human NR3A ligand-binding domain | Tm shift relative to glycine control, % at 25 µM | actives 2.5% (n = 340,000) | AID 1259313 | NR3A LBD differential scanning fluorimetry, Tm shift; 0% = protein alone, 100% = glycine-bound protein;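 active means melting temperature shift of at least 10% of the positive control shift, at one fixed dose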
mIAP block: blocks mouse intestinal alkaline phosphatase; purified mouse IAP, CDP-Star luminescence, 30 min; AID 2806; inhibition, % at 10 µM; actives 0.2% (n = 330,000);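 active means inhibition of at least 40% at 10 µM in the primary screen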;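 further: plate controls were DMSO with enzyme for no effect and no enzyme wells for full effect; values of inactives mirror those of a sister screen read the other way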
APOBEC3G inh: APOBEC3G (human) deaminase inhibition; Q9HC16; recombinant A3G, ssDNA deamination FAM/TAMRA fluorescence; inhibition, % at 20 µM; actives 0.28% (n = 330,000); AID 493012;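 active means inhibition of at least 40% at 20 µM, with no more than 30% in the related APOBEC3A deaminase screen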;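 further: plate controls were DMSO wells with A3G for no effect and wells lacking A3G enzyme for full effect; some compounds called inactive have numbers as strong as hits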
Target sequence (Q9HC16 whole entry, looked up): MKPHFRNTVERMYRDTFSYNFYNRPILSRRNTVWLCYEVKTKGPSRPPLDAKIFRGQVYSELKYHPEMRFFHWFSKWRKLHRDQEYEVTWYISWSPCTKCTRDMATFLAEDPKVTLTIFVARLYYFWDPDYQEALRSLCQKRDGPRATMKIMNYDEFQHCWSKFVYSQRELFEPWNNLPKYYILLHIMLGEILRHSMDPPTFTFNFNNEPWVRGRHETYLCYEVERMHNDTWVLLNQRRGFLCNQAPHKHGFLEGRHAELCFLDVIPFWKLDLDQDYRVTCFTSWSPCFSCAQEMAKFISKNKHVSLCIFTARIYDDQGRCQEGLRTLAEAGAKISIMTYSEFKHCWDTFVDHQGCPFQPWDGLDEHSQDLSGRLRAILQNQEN
mIAP act: mouse IAP activation | muIAP, CDP-Star luminescence, 30 min; hits give high values; 1 = vehicle-only enzyme signal, 0 = enzyme-free wells | activation factor at 10 µM | actives 0.24% (n = 330,000) | AID 2805;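 active means activation factor of at least 2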; further: the source names both 10 and 20 µM as test concentration; values of inactives mirror those of a sister screen read the other way
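System: Mouse IAP enzyme | Also added: CDP-Star substrate | Dosing: Compounds dispensed in DMSO | Schedule: 30 min enzyme-substrate-compound incubation at room temperature | Technique: Chemiluminescence readout | Control set: DMSO-only wells and no-enzyme negative control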
Starred values were filed as active, the others as inactive.

Results for CCOC(=O)c1c(NC(=O)C[n+]2ccccc2)sc2c1CCCC2 ?
A3A deaminase: -3; hIAP act: 1; MPTP block: -0.3; beta cell repl: 4; hIAP block: 0; GRIN3A LBD mod: -2; mIAP block: -4; APOBEC3G inh: -5; mIAP act: 1

Results for O=C(c1cc2nc(-c3ccccc3)cc(-c3ccccc3)n2n1)N1CCN(C(=O)c2ccco2)CC1 ?
A3A deaminase: 0; hIAP act: 1.2; MPTP block: -4.3; beta cell repl: -3; hIAP block: -25; GRIN3A LBD mod: 0; mIAP block: 14; APOBEC3G inh: -8; mIAP act: 0.86

What do the screens show for `Cc1ccc2nc(SCC(=O)Nc3ccc(Br)cc3)nc(=O)n2c1`?
A3A deaminase: -1; hIAP act: 1; MPTP block: 0.7; beta cell repl: -5; hIAP block: -4; GRIN3A LBD mod: -2; mIAP block: -1; APOBEC3G inh: 21; mIAP act: 1

What do the screens show for `Cc1ccccc1Cn1c(Cc2ccccc2)nc2ccccc21`?
A3A deaminase: -4; hIAP act: 0.88; MPTP block: 3.6; beta cell repl: -5; hIAP block: 12; GRIN3A LBD mod: -3; mIAP block: -4; APOBEC3G inh: -7; mIAP act: 1

What do the screens show for `CCOC(=O)c1c(NC(=O)COC(=O)c2nccnc2N)sc(C(=O)N(C)C)c1C`?
A3A deaminase: -2; hIAP act: 0.96; MPTP block: -0.7; beta cell repl: -1; hIAP block: 4; GRIN3A LBD mod: 1; mIAP block: 5; APOBEC3G inh: -11; mIAP act: 0.95

Results for O=C(CCn1c(=O)oc2ccccc21)N(Cc1ccccc1)c1ccccn1 ?
A3A deaminase: -2; hIAP act: 0.93; MPTP block: 2.1; beta cell repl: -1; hIAP block: 7; GRIN3A LBD mod: -20; mIAP block: -7; APOBEC3G inh: -6; mIAP act: 1.1

How did Cn1c(SCc2c(F)cccc2Cl)nnc1-c1cnccn1 do in these assays?
A3A deaminase: 0; hIAP act: 1.1; MPTP block: -0.5; beta cell repl: -2; hIAP block: -10; GRIN3A LBD mod: 0; mIAP block: -11; APOBEC3G inh: -6; mIAP act: 1.1

How did COc1cc2c(cc1OC)C(C)N(C(=O)c1cc3c(=O)oc4ccc(C)cc4c3s1)CC2 (stereo not given) do in these assays?
A3A deaminase: 1; hIAP act: 1.1; MPTP block: -1.0; beta cell repl: -2; hIAP block: -9; GRIN3A LBD mod: 0; mIAP block: 15; APOBEC3G inh: 1; mIAP act: 0.85

Results for Cc1ccc(-c2csc(NC(=O)C3=NN(c4ccccc4)C(=O)CC3)n2)cc1 ?
A3A deaminase: 1; hIAP act: 1.2; MPTP block: 10; beta cell repl: -6; hIAP block: -19; GRIN3A LBD mod: -2; mIAP block: 14; APOBEC3G inh: -4; mIAP act: 0.86

How did COc1ccc(N2CC(C(=O)N3CCCC(C)C3)CC2=O)cc1 (stereo not given) do in these assays?
A3A deaminase: 0; hIAP act: 1.2; MPTP block: -0.7; beta cell repl: 0; hIAP block: -17; GRIN3A LBD mod: 1; mIAP block: -2; APOBEC3G inh: -4; mIAP act: 1

How did CCn1cc(C(=O)N[C@@H](CCSC)C(=O)NCCO)c(=O)c2cc3c(cc21)OCO3 do in these assays?
A3A deaminase: -1; hIAP act: 1.1; MPTP block: -0.9; beta cell repl: 3; hIAP block: -10; GRIN3A LBD mod: 0; mIAP block: -4; APOBEC3G inh: -5; mIAP act: 1

Results for CC(=O)N1CCN(C(=S)Nc2cc(S(=O)(=O)N3CCOCC3)ccc2Cl)CC1 ?
A3A deaminase: 0; hIAP act: 1.1; MPTP block: 2.0; beta cell repl: -4; hIAP block: -6; GRIN3A LBD mod: -1; mIAP block: -4; APOBEC3G inh: -3; mIAP act: 1

Results for Cn1c(CC(=O)NC(C)(C)CO)c(Sc2ccccc2)c2ccccc21 ?
A3A deaminase: 1; hIAP act: 1; MPTP block: -1.1; beta cell repl: 0; hIAP block: -2; GRIN3A LBD mod: 1; mIAP block: -7; APOBEC3G inh: 1; mIAP act: 1.1

What do the screens show for `CC12CCC(=O)N1C(C(=O)NCc1ccc(Cl)cc1Cl)CS2` (stereo not given)?
A3A deaminase: 2; hIAP act: 0.96; MPTP block: -0.7; beta cell repl: -6; hIAP block: 4; GRIN3A LBD mod: 1; mIAP block: -2; APOBEC3G inh: -8; mIAP act: 1

What do the screens show for `CCOc1cc(S(=O)(=O)N2CCCCCC2)ccc1F`?
A3A deaminase: 0; hIAP act: 0.94; MPTP block: -0.1; beta cell repl: -4; hIAP block: 6; GRIN3A LBD mod: 1; mIAP block: 5; APOBEC3G inh: -6; mIAP act: 0.95

How did COc1ccc(N2C(N)=C(C#N)C(c3ccsc3)C3=C2CCCC3=O)c(OC)c1 (stereo not given) do in these assays?
A3A deaminase: 1; hIAP act: 1.2; MPTP block: 0.8; beta cell repl: 0; hIAP block: -15; GRIN3A LBD mod: -1; mIAP block: 0; APOBEC3G inh: 4; mIAP act: 1

Results for COc1ccc(OC)c(NC(=O)COC(=O)c2cc3c(s2)CCC3)c1 ?
A3A deaminase: 76; hIAP act: 0.97; MPTP block: -0.9; beta cell repl: 3; hIAP block: 3; GRIN3A LBD mod: 0; mIAP block: 3; APOBEC3G inh: 34; mIAP act: 0.97

Results for CCC(C)(C)n1nnnc1CN(Cc1ccc(Cl)cc1)Cc1ccco1 ?
A3A deaminase: 0; hIAP act: 1.1; MPTP block: 1.5; beta cell repl: -3; hIAP block: -12; GRIN3A LBD mod: 2; mIAP block: 5; APOBEC3G inh: -2; mIAP act: 0.95

Results for COc1cccc(CN2CCN(Cc3cc4ccccc4o3)CC2CCO)c1 (stereo not given) ?
A3A deaminase: -10; hIAP act: 0.82; MPTP block: -0.6; beta cell repl: -3; hIAP block: 18; GRIN3A LBD mod: -2; mIAP block: -5; APOBEC3G inh: -3; mIAP act: 1

Results for COc1cc(OC)cc(C(=O)Nc2ccccc2N2CCOCC2)c1 ?
A3A deaminase: -3; hIAP act: 0.78; MPTP block: -1.9; beta cell repl: 4; hIAP block: 22; GRIN3A LBD mod: 1; mIAP block: 12; APOBEC3G inh: -6; mIAP act: 0.88

How did CCc1ccccc1N(CC(=O)NC(C)c1ccccc1)S(C)(=O)=O (stereo not given) do in these assays?
A3A deaminase: 1; hIAP act: 1.1; MPTP block: 2.3; beta cell repl: 0; hIAP block: -6; GRIN3A LBD mod: 0; mIAP block: 8; APOBEC3G inh: -5; mIAP act: 0.92

Results for O=C(Cn1nnc(N2CCCCC2)n1)c1ccc(Cl)c(Cl)c1 ?
A3A deaminase: -3; hIAP act: 0.86; MPTP block: 0.0; beta cell repl: -1; hIAP block: 14; GRIN3A LBD mod: 0; mIAP block: 4; APOBEC3G inh: 6; mIAP act: 0.96

Results for COC(=O)CN(C)C(=O)c1ccc(OC)c(OC2CCN(C(C)C)CC2)c1 ?
A3A deaminase: 7; hIAP act: 1.1; MPTP block: 0.0; beta cell repl: -3; hIAP block: -8; GRIN3A LBD mod: -2; mIAP block: -2; APOBEC3G inh: 1; mIAP act: 1

What do the screens show for `O=C(c1ccccc1)C(c1ccccc1)c1ccccc1`?
A3A deaminase: 5; hIAP act: 1; MPTP block: 8.4; beta cell repl: -2; hIAP block: -2; GRIN3A LBD mod: 5; mIAP block: -11; APOBEC3G inh: 15; mIAP act: 1.1

Results for O=C(c1ccsc1)N1CCCC(N2CCOCC2)C1 (stereo not given) ?
A3A deaminase: -1; hIAP act: 1.3; MPTP block: 1.5; beta cell repl: 2; hIAP block: -32; GRIN3A LBD mod: 0; mIAP block: 0; APOBEC3G inh: -3; mIAP act: 1

Results for Nc1nnc(SCC(=O)NNC(=O)c2ccccc2F)s1 ?
A3A deaminase: 1; hIAP act: 0.85; MPTP block: 0.0; beta cell repl: -1; hIAP block: 15; GRIN3A LBD mod: -10; mIAP block: 29; APOBEC3G inh: -3; mIAP act: 0.71

How did CCN(CC)S(=O)(=O)c1cc(C(=O)NC2=NCCS2)ccc1Cl do in these assays?
A3A deaminase: 0; hIAP act: 0.93; MPTP block: 0.7; beta cell repl: -2; hIAP block: 7; GRIN3A LBD mod: 0; mIAP block: 15; APOBEC3G inh: 0; mIAP act: 0.85

How did c1ccc(-c2nnc3n2NC(c2ccc4c(c2)OCO4)S3)cc1 (stereo not given) do in these assays?
A3A deaminase: -2; hIAP act: 1.1; MPTP block: -1.7; beta cell repl: -1; hIAP block: -11; GRIN3A LBD mod: 1; mIAP block: 11; APOBEC3G inh: 29; mIAP act: 0.89

What do the screens show for `S=c1nc(-c2ccccc2)oc2c1CCCC2`?
A3A deaminase: -2; hIAP act: 1; MPTP block: 1.2; beta cell repl: -3; hIAP block: -4; GRIN3A LBD mod: 7; mIAP block: 25; APOBEC3G inh: -3; mIAP act: 0.75

Results for CC1Cc2ccccc2N1C(=O)CSc1nnnn1C1CCCC1 (stereo not given) ?
A3A deaminase: 1; hIAP act: 0.94; MPTP block: -0.4; beta cell repl: -1; hIAP block: 6; GRIN3A LBD mod: 0; mIAP block: 15; APOBEC3G inh: 0; mIAP act: 0.85

What do the screens show for `Cc1ccc(NC(=O)CNC(=O)c2ccc(C)s2)nc1`?
A3A deaminase: -6; hIAP act: 1; MPTP block: -2.7; beta cell repl: -1; hIAP block: -2; GRIN3A LBD mod: 5; mIAP block: 6; APOBEC3G inh: -10; mIAP act: 0.94

Results for N/C(=N\OC(=O)c1ccc(Cl)c(Cl)c1)c1cccnc1 ?
A3A deaminase: 0; hIAP act: 0.79; MPTP block: -0.7; beta cell repl: -2; hIAP block: 21; GRIN3A LBD mod: -18; mIAP block: 2; APOBEC3G inh: -1; mIAP act: 0.98

What do the screens show for `CCCCC(CC)C(=O)NCCCN1CCN(CCCNC(=O)C(CC)CCCC)CC1` (stereo not given)?
A3A deaminase: 4; hIAP act: 1.1; MPTP block: -0.7; beta cell repl: 2; hIAP block: -8; GRIN3A LBD mod: -1; mIAP block: -17; APOBEC3G inh: 10; mIAP act: 1.2

How did O=C1CN(C(=O)COC(=O)c2ccccc2O)c2ccccc2N1 do in these assays?
A3A deaminase: 0; hIAP act: 1; MPTP block: -1.1; beta cell repl: 1; hIAP block: -3; GRIN3A LBD mod: -3; mIAP block: 0; APOBEC3G inh: -2; mIAP act: 1

Results for COc1cc2c(cc1OC)[C@H](C)N(C(=O)CSc1nc(O)c(C(C)C)c(=O)[nH]1)CC2 ?
A3A deaminase: 1; hIAP act: 1; MPTP block: 0.8; beta cell repl: -3; hIAP block: -3; GRIN3A LBD mod: -3; mIAP block: 9; APOBEC3G inh: -2; mIAP act: 0.91

Results for CC1(C)C2CCC1(C)C(OC(=O)CSc1nc(N)cc(=O)[nH]1)C2 (stereo not given) ?
A3A deaminase: -4; hIAP act: 1.1; MPTP block: 0.9; beta cell repl: 4; hIAP block: -10; GRIN3A LBD mod: -16; mIAP block: 3; APOBEC3G inh: -5; mIAP act: 0.97

Fetched one by one from the list above (2):
Results for CCOC(=O)c1c(NC(=O)C[n+]2ccccc2)sc2c1CCCC2 ?
A3A deaminase: -3; hIAP act: 1; MPTP block: -0.3; beta cell repl: 4; hIAP block: 0; GRIN3A LBD mod: -2; mIAP block: -4; APOBEC3G inh: -5; mIAP act: 1

Results for COc1cc(OC)cc(C(=O)Nc2ccccc2N2CCOCC2)c1 ?
A3A deaminase: -3; hIAP act: 0.78; MPTP block: -1.9; beta cell repl: 4; hIAP block: 22; GRIN3A LBD mod: 1; mIAP block: 12; APOBEC3G inh: -6; mIAP act: 0.88
